NPY-Y1 PAM-ag – human NPY-Y1 potentiation or agonism, primary screen | activation, % at 3.6 µM | 0.37% of 220,000 active | NPY-Y1 expressing cells, potentiator/agonist activation; in the data active means activation above about 33%, passing the limit was not always enough;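 further: cells stimulated with NPY at EC10 then isoproterenol at EC100; 0% = low agonist plus stimulus and 100% = saturating agonist plus stimulus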
Target sequence (P25929 whole entry, looked up): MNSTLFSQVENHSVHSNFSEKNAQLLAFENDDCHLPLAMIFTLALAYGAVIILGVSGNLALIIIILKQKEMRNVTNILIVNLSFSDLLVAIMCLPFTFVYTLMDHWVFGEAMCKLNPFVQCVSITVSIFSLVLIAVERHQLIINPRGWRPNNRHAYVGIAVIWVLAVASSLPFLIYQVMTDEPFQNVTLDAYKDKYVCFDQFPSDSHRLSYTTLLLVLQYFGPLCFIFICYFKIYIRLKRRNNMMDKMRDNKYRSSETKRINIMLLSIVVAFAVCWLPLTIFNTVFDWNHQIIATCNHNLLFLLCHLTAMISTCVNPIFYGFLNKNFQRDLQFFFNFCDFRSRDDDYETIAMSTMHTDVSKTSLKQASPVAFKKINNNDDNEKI
MDM2 E3 inh – inhibitors of human Mdm2 E3 ubiquitin ligase; Q00987; cell-based MDM2 ubiquitination luciferase reporter, 2 h; 0 = plate control, 100 = twice control, blank-subtracted; signal enhancement, % at 5 µM; 0.11% of 210,000 active; AID 1230;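 active means signal enhancement of 30% or more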;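 further: luminescence tracks abundance of the self-degrading MDM2-luciferase fusion protein; higher signal means inhibition of MDM2 E3 ligase activity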
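Buffer or medium: Cells held in DMEM | Assay system: Stable mammalian line carrying autodegrading MDM2–luciferase fusion reporter | Quantity: 2000 cells/well | Times: 4 h settle plus 2 h compound, 37 °C | Doses: One concentration, 5 µM, with 0.2% DMSO | Technique: Luminescence with SteadyLite reagent, 15 min at room temperature | Benchmarks: Plate controls and plate blanks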
p97 inhibitor – inhibitors of human p97 ATPase; P55072; recombinant p97 ATPase, Kinase-Glo ATP luminescence, 3 h; inhibition, % at 8 µM; 0.42% of 220,000 active; in the data active means inhibition above about 15%;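 further: 0% = DMSO vehicle and 100% = wells lacking enzyme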
Runt-CBFb FRET – Runt domain-CBFb interaction inhibition; Cerulean-Runt/Venus-CBFb FRET ratio 530/480, 1 h; inhibition, % at 20 µM; 0.46% of 220,000 active; AID 1496;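 active means inhibition over about 50% at 20 µM in the single-dose screen, limit read from the data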;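 further: 0% = DMSO wells and 100% = excess unlabeled CBFb competitor control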
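Assay system: Cerulean-Runt domain / Medium: Tris 50 mM pH 7.5, KCl, K2SO4, 0.01% BSA / Timing: protein complex preformed 1 h, compound exposure 1 h, room temperature, dark / Measured by: FRET, excitation 422 nm, emission at 530 and 480 nm / Evaluation: loss of energy transfer signal / Control set: 5 µM unlabeled CBFb as full-inhibition high control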
NPY2 pot ag – potentiators or agonists of human neuropeptide Y receptor Y2; P49146; cells expressing NPY-Y2, potentiator/agonist read-out; activation, % at 3.6 µM; 0.45% of 220,000 active; AID 1359; in the data active means activation above about 27%;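 further: cells stimulated with NPY near EC25 plus isoproterenol at EC100; 0% = vehicle plus submaximal agonist and 100% = vehicle plus saturating agonist; some results beyond the cut were filed as inactive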
RBBP9 inh – blocks human serine hydrolase RBBP9 | 0.2% of 220,000 active | recombinant RBBP9, FP-Rh probe fluorescence polarization | inhibition, % at 7.94 µM | AID 1515;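 active means inhibition above the campaign mean of all tested compounds plus 3 SD, cut at about 14% in these data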;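 further: plate controls were DMSO wells with RBBP9 for no effect and wells lacking RBBP9 protein for full effect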
Target sequence (O75884 whole entry, looked up): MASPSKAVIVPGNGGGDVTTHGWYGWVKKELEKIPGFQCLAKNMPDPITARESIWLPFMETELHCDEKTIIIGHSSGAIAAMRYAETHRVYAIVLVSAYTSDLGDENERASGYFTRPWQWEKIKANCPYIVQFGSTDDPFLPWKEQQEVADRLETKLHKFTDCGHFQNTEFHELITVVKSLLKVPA
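Controls: DMSO-treated enzyme wells and wells lacking RBBP9 | Material: RBBP9 protein | Technique: Fluorescence polarization | Replication: Single well per compound, no replicates | Buffer or medium: Tris-NaCl-Pluronic buffer, pH 8.0 | Timing: 30 min compound preincubation, 45 min probe labeling, 25 °C | Read-out basis: Percent inhibition from mP, scaled between DMSO and no-protein wells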
Hck Nef HTS – inhibitors of human Hck kinase activated by Nef; P08631; Recombinant Hck-YEEI plus Nef, Z-Lyte FRET kinase assay; inhibition, % at 20 µM; 0.68% of 220,000 active; AID 463187;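 active means Hck-Nef kinase inhibition above about 50%, limit read from the data; inactive means inhibition below that limit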;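 further: 0% = DMSO with Hck plus Nef and 100% = Hck alone without Nef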
Target sequence (P08631 whole entry, looked up): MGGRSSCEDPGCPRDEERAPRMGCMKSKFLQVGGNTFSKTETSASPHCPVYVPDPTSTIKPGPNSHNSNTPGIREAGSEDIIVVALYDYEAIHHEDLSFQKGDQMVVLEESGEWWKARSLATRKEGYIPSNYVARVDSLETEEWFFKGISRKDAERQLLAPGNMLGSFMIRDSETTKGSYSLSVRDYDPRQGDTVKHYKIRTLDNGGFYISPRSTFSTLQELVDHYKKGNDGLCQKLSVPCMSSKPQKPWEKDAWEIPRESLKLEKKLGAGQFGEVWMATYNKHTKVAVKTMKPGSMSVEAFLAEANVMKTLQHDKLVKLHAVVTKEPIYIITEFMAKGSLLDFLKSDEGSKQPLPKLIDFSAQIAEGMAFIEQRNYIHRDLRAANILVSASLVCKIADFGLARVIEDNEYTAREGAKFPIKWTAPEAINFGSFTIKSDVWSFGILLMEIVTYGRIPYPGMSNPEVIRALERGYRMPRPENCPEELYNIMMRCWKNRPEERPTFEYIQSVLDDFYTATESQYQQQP
NPY Y1 blocker – antagonists of human neuropeptide Y receptor Y1; P25929; HEK293-CNG Y1 cells, membrane potential fluorescence; NPY at EC95, then isoproterenol; inhibition, % at 3.6 µM; 1% of 200,000 active; AID 1040;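 active means inhibition above the campaign mean inhibition of all tested compounds plus 3 SD, cut at about 20% in these data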;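 further: 0% = DMSO wells given NPY plus isoproterenol and 100% = isoproterenol alone without NPY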
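Material: HEK293 cells co-expressing NPY Y1 receptor and cyclic-nucleotide gated channel. Timing: compound incubation 1 h at room temperature, readout 45 min post-stimulation. Signal: fluorescence, membrane potential probe.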
Runt-SMMHC FRET – Runt domain-CBFb-SMMHC interaction inhibition; Q01196+Q13951; Cerulean-Runt/Venus-CBFb-SMMHC FRET ratio 530/480, 1 h; inhibition, % at 20 µM; 0.74% of 220,000 active;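 active means mean inhibition across duplicate retests at 20 µM reaching about 50%, limit read from the data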;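 further: 0% = DMSO wells and 100% = wells with excess untagged CBFb-SMMHC; inhibitors lower the FRET ratio by blocking Runt binding to CBFb-SMMHC; some results filed as inactive read as strong as hits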
The depositor's hits bear a star; / = not tested or not shown.

SMILES	NPY-Y1 PAM-ag	MDM2 E3 inh	p97 inhibitor	Runt-CBFb FRET	NPY2 pot ag	RBBP9 inh	Hck Nef HTS	NPY Y1 blocker	Runt-SMMHC FRET
C#CCOCCOCCOCCNc1nc(N2CCN(C(=O)[C@H]([C@@H](C)CC)n3cc([C@@H](N)Cc4ccc(O)cc4)nn3)CC2)nc(N2CCN(C(=O)[C@H](Cc3cc4ccccc4[nH]3)n3cc([C@@H](N)C(C)CC)nn3)CC2)n1 (some centres undefined)	15	/	9	1	7	-6	9	0	1
COc1ccccc1-c1cn[nH]c1-c1ccc(OCc2ccc(F)cc2)cc1O	18	0	6	3	6	0	-3	/	1
COc1ccc(-c2csc(NC(=O)COC(=O)c3ccc(Br)o3)n2)cc1	3	-2	3	-2	7	1	1	0	0
CC(=O)C1=C(O)C(=O)N(c2cc(C(C)(C)C)on2)C1c1ccc(C(C)C)cc1 (centres undefined)	-1	1	3	-1	10	-8	2	6	7
Cc1ccc(-n2nnnc2-c2cccc(C)c2)cc1	0	-9	2	2	4	-2	-11	3	1
CCOC(CNc1ncnc2c1cnn2C)OCC	5	2	6	0	0	4	-6	1	1
Cc1cc(-c2cc(-c3ccc(Cl)cc3)nc(N)c2C#N)co1	16	-23	12	25	21	3	34	8	61
O=C(Cn1cnc2c(nnn2Cc2ccc(Cl)cc2)c1=O)NCC1CCCO1 (centres undefined)	17	11	4	0	-4	-1	17	-3	1
O=C(NCc1ccc2c(c1)OCO2)C12CC3CC(CC(C3)C1)C2	-6	-3	-5	-4	-1	-10	1	0	1
c1ccc(C2Oc3ccccc3C3CC(c4cccs4)=NN32)cc1 (centres undefined)	-3	-7	5	0	6	-4	2	6	-18
O=C(Nc1ccc2nn(-c3ccccc3)nc2c1)c1cccs1	-5	-15	1	0	-5	-7	1	2	-10
CCOC(=O)c1[nH]c(C)c(CCC(=O)OC)c1C	-25	-13	3	-1	-5	-3	3	3	1
N#C/C(=C/c1cn(CC(=O)O)c2ccccc12)C(=O)NCc1ccccc1	2	-32	3	4	-12	4	23	4	4
Clc1ccc(CSc2nnc(/C=C/c3ccccc3)o2)cc1	-19	-2	-1	0	-9	-8	0	1	-2
CCCc1c(C)c2ccccc2[nH]c1=O	5	11	-3	0	-9	-11	0	1	1
O=C1CC(SCc2nc3ccccc3[nH]2)C(=O)N1c1ccc(Cl)cc1 (centres undefined)	10	-13	2	-3	-2	-12	2	3	-17
Cc1ccc(N2C(=O)CC(Nc3ccc(Cl)c(S(=O)(=O)N(C)C)c3)C2=O)c(C)c1 (centres undefined)	-8	-10	0	0	8	-3	5	-1	3
CCOC(=O)Nc1ccccc1C(=O)Nc1cc(C)cc(C)c1	12	-17	0	0	-1	-7	-8	0	4
O=c1cc(O)nc(SCc2ccccc2)[nH]1	5	-6	6	-1	-4	-10	12	-1	1
CCOc1ccc(NC(=O)N(CCN(C)C)C(C)c2cccnc2)cc1 (centres undefined)	-14	-14	5	3	-7	-4	22	/	0
CCCNC(=O)Cn1cnc2sc(C(=O)Nc3ccc4c(c3)OCO4)c(C)c2c1=O	-2	0	-1	-1	-12	-4	1	3	1
CNc1nc(C)nc(N/N=C/c2ccccc2)n1	-7	4	4	0	-6	-14	21	2	-2
CSc1nc(Oc2ccc(Cl)cc2)c2sccc2n1	15	5	2	-4	0	-4	0	1	3
Brc1cc2c(cc1C1Nc3ccccc3C3C=CCC31)OCO2 (centres undefined)	1	-14	3	1	11	0	1	6	1
COc1ccc(-c2[nH]nc3c2C(c2ccc(OC(=O)N4CCOCC4)cc2)C(C#N)=C(N)O3)cc1 (centres undefined)	-8	-6	3	/	-9	1	0	-2	-5
Cc1ccccc1NN1C(=O)C=CC1=O	11	-4	5	1	-16	-8	1	-5	5
CCOc1ccccc1OCCC(=O)OCC(=O)c1ccc[nH]1	-7	13	0	-2	4	-11	24	4	-2
Cc1cc(C)n2nc(/C(C#N)=C/c3ccccc3)c(C#N)c2n1	5	-3	7	0	1	-2	0	-5	0
COc1ccc(Cc2nc(-c3cccs3)no2)cc1OC	2	-6	-5	0	10	-4	0	5	-2
Cc1ccc(OCCOC(=O)c2nc3nccc(C)n3n2)cc1	-4	2	3	0	6	-3	17	-3	-2
CC1(C)Cc2noc(N)c2C(C)(C)N1O	-1	-12	2	1	3	-1	9	-4	-2
O=C(CCCc1nc2ccccc2s1)N1CCN(c2ccccc2)CC1	9	-31	0	5	-6	-9	8	5	5
O=C(O)/C=C/C(=O)Nc1ccc(SC(F)(F)C(F)(F)C(F)(F)F)cc1	3	5	3	-2	11	6	8	5	1
O=C1CCCc2c1cc(-c1ccccc1)n2-c1ccccc1	26	-12	0	2	10	-8	2	-4	-1
COc1ccccc1C(=O)N/N=C1/NC(=O)CC(C(=O)Nc2ccccc2)S1 (centres undefined)	-1	-5	12	3	-25	-14	49	/	0
Cc1oc(-c2ccccc2F)nc1CS(=O)(=O)CC(=O)N1CCN(Cc2ccccc2)CC1	-7	-19	0	-2	3	-5	0	9	-2
Cc1ccc(/C=C/C(=O)OCC(=O)Nc2ccccc2Sc2ccccc2)cc1	7	-4	4	-5	3	-4	2	4	-1
Fc1ccc(NC(=S)Nc2ccc(Cl)cc2Cl)cc1	10	-36	3	4	-5	-6	-8	-10	1
COC(=O)C1=C(C(=O)OC)[C@@H]2N(C)c3ccccc3[C@@]23C[C@@H](C(=O)OC)N(C(=O)c2cccs2)C3=N1	/	24	/	-2	/	/	-36	/	0
CCOC(=O)N1CCN(S(=O)(=O)c2cc(Br)cc3c2N(C(C)=O)C(C)C3)CC1 (centres undefined)	5	-1	3	-1	20	-6	-3	-3	5
CC(=O)Oc1ccc(N2C(=O)CCC2=O)cc1	-14	-19	-2	2	-8	-6	-1	-4	1
CN(C(=O)CSc1nc2c(cnn2-c2ccccc2)c(=O)[nH]1)C1CCS(=O)(=O)C1 (centres undefined)	-13	/	6	2	-5	-2	19	-1	-6
COC(=O)c1ccc2c(=O)n(CCCN3CCCC3=O)c(=S)[nH]c2c1	6	-10	-5	2	-5	-8	-1	-4	0
COc1ccc(-c2nc(NC(=O)Cn3ccc(C(F)(F)F)n3)sc2C)cc1	7	-12	2	4	17	-1	16	2	1
COc1ccc(C(=O)Nc2cc(C)c3c(=O)oc4ccccc4c3n2)cc1	5	-1	2	-2	1	-8	4	1	-3
Cc1cccc(C)c1-n1nnnc1-c1cnccc1C(F)(F)F	11	-1	0	0	23	-7	4	/	0
Oc1ccc(-c2csc(-c3cccnc3)n2)cc1O	2	/	8	53*	-18	6	30	/	33
CC(C)CC(c1nnnn1C1CCCCC1)N1CCN(c2ncccn2)CC1 (centres undefined)	-16	-17	-3	-4	5	-10	-1	5	2
O=C(Cn1cc(C(=O)C(F)(F)F)c2cc(Br)ccc21)N1CCOCC1	5	15	3	-2	22	-8	18	-3	-1
COc1ccccc1OCC(=O)Nc1nnc(-c2ccco2)s1	5	-15	6	12	2	-4	0	3	4
Nn1c(Cc2cccc3ccccc23)nnc1SCCOc1ccc(F)cc1	9	-94	-3	-2	-5	-6	2	4	4
O=C(O)CC1S/C(=N/N=C/C=C/c2ccccc2[N+](=O)[O-])NC1=O (centres undefined)	-14	-8	1	7	-6	4	3	-1	6
CCn1c(NC(=O)c2ccc(COc3ccc(C)cc3[N+](=O)[O-])o2)nc2ccccc21	2	-23	-2	1	0	-11	7	7	-2
CCc1ccc2c(c1)C(C)=CC(C)(C)N2	6	-18	2	1	4	6	0	1	0
CCNC(=S)N(CCc1cccc(C)c1)Cc1cc2cc(OC)c(OC)cc2[nH]c1=O	-16	2	6	8	-7	-1	11	-3	-6
CN(Cc1ccc(F)cc1)Cc1nc(CCc2ccccc2)no1	-18	7	0	2	-4	-5	17	6	-3
CC1=NN2C(=N)/C(=C\c3cc(C)n(Cc4ccccc4)c3C)C(=O)N=C2S1	20	-6	3	-2	14	1	-2	/	3
CCC(C)NS(=O)(=O)c1ccc(NC(=O)CCC2CCCCC2)cc1 (centres undefined)	0	-26	0	/	-4	-7	0	-5	-5
COc1ccc(C(=O)N2CC3(CC(c4cccc(NC(=O)COc5ccc(Cl)cc5)c4)=NO3)C[C@@H]2C(N)=O)cc1 (some centres undefined)	/	1	/	-6	/	/	31	/	-7
CC(C)(C)c1nc(SCC(=O)Nc2nc3c(s2)CCCC3)c2ccccc2n1	-3	2	1	-2	-3	-5	1	-3	2
Next section:
SMILES	NPY-Y1 PAM-ag	MDM2 E3 inh	p97 inhibitor	Runt-CBFb FRET	NPY2 pot ag	RBBP9 inh	Hck Nef HTS	NPY Y1 blocker	Runt-SMMHC FRET
CC(NCC1(N2CCOCC2)CCCCC1)C(=O)N1CCc2ccccc21 (centres undefined)	-3	-9	-6	0	-9	-7	-1	-3	-2
Cc1ccc2nc(-c3ccc(NC(=O)CN4CCN(c5ccccn5)CC4)cc3)sc2c1	18	-17	2	-2	1	-9	21	/	-3
O=C(COc1ccc(Cl)cc1)N/N=C/CCc1ccccc1	-9	-3	-5	1	-2	-2	-1	7	-1
COc1cccc(-n2c(N)c(C(=O)Nc3c(C)n(C)n(-c4ccccc4)c3=O)c3nc4ccccc4nc32)c1	31	-15	8	10	-5	-12	44	/	-106
CC(C)COc1ccc(-c2nnc(-c3ccco3)o2)cc1	-24	-79	0	-6	4	-7	-6	6	-6
Cn1c(SCc2nc3ccccc3[nH]2)nnc1-c1cccnc1	1	-10	2	-2	1	-3	3	4	0
CCOc1ccc(NC(=O)c2ccc(NC(=S)NC3CCCCC3)cc2)cc1	15	-21	15*	4	-13	-3	15	-12	4
COc1cccc(C(=O)Nc2nnc(C3CCCO3)s2)c1 (centres undefined)	-1	0	-3	1	-18	-5	0	1	-4
O=C(NC1CCN(Cc2ccccc2)CC1)C(NS(=O)(=O)c1cccc2nsnc12)c1ccccc1 (centres undefined)	-10	-18	-1	-1	-12	-8	4	1	0

Random excerpt: 3 records from the list
SMILES	NPY-Y1 PAM-ag	MDM2 E3 inh	p97 inhibitor	Runt-CBFb FRET	NPY2 pot ag	RBBP9 inh	Hck Nef HTS	NPY Y1 blocker	Runt-SMMHC FRET
Cn1c(SCc2nc3ccccc3[nH]2)nnc1-c1cccnc1	1	-10	2	-2	1	-3	3	4	0
CC(NCC1(N2CCOCC2)CCCCC1)C(=O)N1CCc2ccccc21 (centres undefined)	-3	-9	-6	0	-9	-7	-1	-3	-2
O=C(COc1ccc(Cl)cc1)N/N=C/CCc1ccccc1	-9	-3	-5	1	-2	-2	-1	7	-1
